Screens from PubChem.
West Nile virus CPE: West Nile virus antiviral activity, cell-based, CPE readout (AID 1621); West Nile virus-infected cells, CPE inhibition; higher % means a stronger effect; hit rate 0.02% among 290,000; CPE inhibition, % at 10 µM; hits with a dose series show IC50 in µM; in the data active = a potency from the dose series; inconclusive = CPE inhibition mostly from about 3.7% at the one dose, without a potency; inactive = the rest, 99 in 100 with CPE inhibition below about 2.2%; note: strong numbers were not always called active
Rac1 GTP hydrolysis: MgcRacGAP GTPase-activating activity inhibitors, confirmation, biochemical, ADP Hunter fluorescence. MgcRacGAP-stimulated Rac1 GTP hydrolysis, ADP Hunter fluorescence; higher % means a stronger effect; GST-tagged Rac1 F28L mutant substrate. hit rate 0.6% among 340,000. inhibition, % at 30 µM; hits with a dose series show IC50 in µM;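 active = first-screen hits whose inhibition reached a set limit at any dose in the follow-up dose series; inconclusive = inhibition above the set first-screen limit but never retested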;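 note: fluorescence reports GDP produced by GAP-driven GTP hydrolysis; strong numbers were not always called active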
bCat nuc transl: alters nuclear translocation of beta-catenin in HeLa cells; nuclear translocation activity, % at 5 µM; immunofluorescence imaging; hit rate 0.3% among 190,000;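 active = nuclear translocation activity above 50% at 5 µM, with a well cell count of 50 or more; inconclusive = wells under 50 cells across six images, flagged as toxic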;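 note: per-cell ratio of nuclear to cytoplasmic median beta-catenin stain intensity; plate controls were DMSO negative control for no effect and GSK-3 inhibitor IX positive control for full effect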
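Test system: HeLa cells, endogenous beta-catenin; Compound: single 5 µM dose plus 0.02–20 µM confirmation series; Times: compound exposure 24 h at 37°C; Signal: fluorescence imaging of beta-catenin antibody stain plus DAPI; Read-out: % activation, nuclear-to-cytoplasmic median beta-catenin signal ratio per cell.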
T cell HTS: modulates CD8 T cell binding to vesicles. 2C CD8+ T cell-vesicle binding, flow cytometry; hits give low values. calls only at 7 µM. hit rate 0.068% among 330,000. AID 2052;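 active = response, share of CD8 T cells binding vesicles, and their 90th percentile fluorescence all below set limits, cut at about 80% in these data, passing the limit was not always enough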
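Material: 2C TCR transgenic mouse naive CD8+ T cells, MACS-purified. Also added: QL9-charged Drosophila Ld/ICAM-1/B7-1 vesicles. Timing: binding 1.5 h at 37 °C. Measured by: high-throughput flow cytometry with anti-B7-1 and anti-CD8 staining. Read-out: percent CD8+ FL2 mean versus row control. Controls: Unloaded micro-vesicles (low), QL9 vesicles with 0.7% DMSO (high).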
RSV CPE inhibition: inhibition of RSV-induced cytopathic effect – HEp-2 cells, primary 10 µM value included (AID 2391) | one-dose CPE inhibition, % at 10 µM; IC50 in µM for titrated hits | HEp-2 cells, RSV-induced CPE inhibition; higher % means a stronger effect | hit rate 0.13% among 310,000; in the data active = a potency from the dose series; inconclusive = CPE inhibition mostly from about 23% at the one dose, without a potency; inactive = the rest, 99 in 100 with CPE inhibition below about 21%; note: strong numbers were not always called active
Myeloid diff 2: promotes myeloid progenitor differentiation. AID 624256. calls only at 10 µM. hit rate 1% among 360,000. ER-HoxA9 myeloid progenitors, lysozyme-GFP differentiation, flow cytometry;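 active = normalized GFP-positive differentiation at or above the plate's own cutoff, the solvent-only control mean plus 3 SD; inconclusive = no clear call, values can overlap the other calls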;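 note: cells exposed to compound for four days before flow analysis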
Large T inhibition: SV40 large T antigen inhibitors, biochemical (AID 1903); SV40 large T antigen ATPase/helicase inhibition assay; higher % means a stronger effect; inhibition, % at 20 µM, or IC50 in µM where a hit was titrated; hit rate 0.39% among 310,000; in the data active = a potency from the dose series; inconclusive = inhibition mostly from about 32% at the one dose, without a potency; inactive = the rest, 99 in 100 with inhibition below about 32%; note: strong numbers were not always called active
PhoP inhibition: inhibitors of PhoP regulon expression, primary screen, Salmonella Typhimurium, GFP reporter (AID 1863); S. Typhimurium PhoP-regulated promoter GFP reporter, 4 h; higher % means a stronger effect; inhibition, % at 50 µM, or IC50 in µM where a hit was titrated; hit rate 0.16% among 300,000;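 active = inhibition over 29.93%, a cutoff 3 SD above the screen mean, later confirmed by dose response; inconclusive = inhibition over 29.93% but no dose response follow-up; inactive = inhibition at most 29.93% or unconfirmed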;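 note: 0% = low Mg2+ inducing control and 100% = high Mg2+ repressing control; strong numbers were not always called active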
WT yeast gro inh: growth inhibition of WT yeast, mitochondrial fusion screen; mitochondrial fusion phenotypic screen, WT strain; inhibition, % at 10 µM; hit rate 2.1% among 190,000; in the data active = inhibition above about 58%; tested in S. cerevisiae
WT yeast gro inh mutant strain: recorded beside WT yeast gro inh, whose call it bears; inhibition, %; mitochondrial fusion phenotypic screen, mutant strain inhibition
bCat nuc transl cell count 5 µM: second read-out of bCat nuc transl, no call of its own (marks repeat the call); cell count; measured here: cell count, cytotoxicity flag
T cell HTS vesicle-bound %: second read-out of T cell HTS, no call of its own (marks repeat the call); double positive events, %; measured here: CD8+ vesicle-bound cell fraction;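 binding gate set so that unloaded-vesicle control wells show 10% double positive cells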
Myeloid diff 2 GFP+ MAC1+ %: also measured in Myeloid diff 2; calls as there; GFP+ MAC1+ double positive, %; measured here: differentiation confirmed by MAC1 staining
* hit, by the source's call. Rows were taken by chance, and some 3.6% of all compounds hit somewhere here.

How did CCC(C)NC(=O)c1cc2c(=O)[nH]c3ccc(C)cc3c2s1 (stereo unspecified) do in these assays?
West Nile virus CPE: 0.4%; Rac1 GTP hydrolysis: 5%; T cell HTS: inactive; RSV CPE inhibition: 3.3%; Myeloid diff 2: inactive; Large T inhibition: 3%; PhoP inhibition: 8%; T cell HTS vesicle-bound %: 26; Myeloid diff 2 GFP+ MAC1+ %: 0.3

What do the screens show for `COc1ccc(C2=NOC(C(=O)Nc3cc(Br)ccc3O)C2)cc1OC` (stereo unspecified)?
West Nile virus CPE: -0.4%; Rac1 GTP hydrolysis: 2%; bCat nuc transl: -0.6; T cell HTS: inactive; RSV CPE inhibition: 4.8%; Myeloid diff 2: inactive; Large T inhibition: 7%; PhoP inhibition: -5%; WT yeast gro inh: 8; WT yeast gro inh mutant strain: 13; bCat nuc transl cell count 5 µM: 1099; T cell HTS vesicle-bound %: 15; Myeloid diff 2 GFP+ MAC1+ %: 4.4

How did CCCc1cc(C(=O)Nc2ccn(Cc3ccc(C)cc3)n2)no1 do in these assays?
West Nile virus CPE: 0.2%; Rac1 GTP hydrolysis: 11%; bCat nuc transl: 0.4; T cell HTS: inactive; RSV CPE inhibition: 2.9%; Myeloid diff 2: inactive; Large T inhibition: 9%; PhoP inhibition: -1%; bCat nuc transl cell count 5 µM: 1330; T cell HTS vesicle-bound %: 30; Myeloid diff 2 GFP+ MAC1+ %: 0.3

What do the screens show for `COc1cccc(C(=O)O[C@@H]2[C@H](Cc3ccccc3)NS(=O)(=O)[C@H]3C[C@@H]4C=C[C@]23O4)c1`?
Rac1 GTP hydrolysis: 6%; T cell HTS: inactive; RSV CPE inhibition: 0.8%; Myeloid diff 2: inactive; T cell HTS vesicle-bound %: 42; Myeloid diff 2 GFP+ MAC1+ %: 0.9

How did O=C(c1cncs1)N1CCCC(CNS(=O)(=O)c2cccs2)C1 (stereo unspecified) do in these assays?
West Nile virus CPE: 1.1%; Rac1 GTP hydrolysis: 4%; bCat nuc transl: -1.5; T cell HTS: inactive; RSV CPE inhibition: 2.0%; Myeloid diff 2: inactive; Large T inhibition: -2%; PhoP inhibition: 6%; WT yeast gro inh: -17; WT yeast gro inh mutant strain: -3; bCat nuc transl cell count 5 µM: 1045; T cell HTS vesicle-bound %: 26; Myeloid diff 2 GFP+ MAC1+ %: 0.4

How did CCOC(=O)c1nc2ccccc2nc1C do in these assays?
West Nile virus CPE: 0.0%; Rac1 GTP hydrolysis: 7%; bCat nuc transl: -1.8; T cell HTS: inactive; RSV CPE inhibition: 3.0%; Myeloid diff 2: inactive; Large T inhibition: 11%; PhoP inhibition: 5%; WT yeast gro inh: 0; WT yeast gro inh mutant strain: 23; bCat nuc transl cell count 5 µM: 496; T cell HTS vesicle-bound %: 60; Myeloid diff 2 GFP+ MAC1+ %: 0.4

Results for COC(=O)c1c(NC(=O)C2C3C=CC(CC3)C2C(=O)O)sc(C)c1C (stereo unspecified) ?
West Nile virus CPE: -0.5%; Rac1 GTP hydrolysis: 14%; bCat nuc transl: -0.5; T cell HTS: inactive; RSV CPE inhibition: 0.8%; Myeloid diff 2: inactive; Large T inhibition: 0%; PhoP inhibition: -10%; WT yeast gro inh: -7; WT yeast gro inh mutant strain: -5; bCat nuc transl cell count 5 µM: 523; T cell HTS vesicle-bound %: 25; Myeloid diff 2 GFP+ MAC1+ %: 0.9

What do the screens show for `CCCCN1CNC(=S)N(CCc2ccccc2)C1`?
West Nile virus CPE: -0.1%; Rac1 GTP hydrolysis: 8%; bCat nuc transl: -4.8; T cell HTS: inactive; RSV CPE inhibition: 0.9%; Myeloid diff 2: inactive; Large T inhibition: 10%; PhoP inhibition: -3%; WT yeast gro inh: 4; WT yeast gro inh mutant strain: -1; bCat nuc transl cell count 5 µM: 1107; T cell HTS vesicle-bound %: 22; Myeloid diff 2 GFP+ MAC1+ %: 0.6

What do the screens show for `O=C(O)c1cc([N+](=O)[O-])cc2c1nnn2O`?
West Nile virus CPE: -0.6%; Rac1 GTP hydrolysis: 10%; bCat nuc transl: -1.8; T cell HTS: inactive; RSV CPE inhibition: 1.3%; Myeloid diff 2: inactive; Large T inhibition: 9%; PhoP inhibition: 8%; WT yeast gro inh: 29; WT yeast gro inh mutant strain: 22; bCat nuc transl cell count 5 µM: 1032; T cell HTS vesicle-bound %: 4; Myeloid diff 2 GFP+ MAC1+ %: 0.8

Results for CCOc1ccc2c(c1)OC(c1ccc(C)cc1)(C(F)(F)F)NC2=O (stereo unspecified) ?
West Nile virus CPE: -1.0%; Rac1 GTP hydrolysis: 4%; bCat nuc transl: -2.1; T cell HTS: inactive; RSV CPE inhibition: 5.5%; Myeloid diff 2: inconclusive; Large T inhibition: -2%; PhoP inhibition: 10%; WT yeast gro inh: 60*; WT yeast gro inh mutant strain: 33*; bCat nuc transl cell count 5 µM: 468; T cell HTS vesicle-bound %: 8

Results for COc1ccc2ccn(S(=O)(=O)c3ccccc3)c2c1 ?
West Nile virus CPE: 3.1%; Rac1 GTP hydrolysis: 17%; T cell HTS: inactive; RSV CPE inhibition: 4.6%; Myeloid diff 2: inactive; Large T inhibition: 6%; PhoP inhibition: 12%; T cell HTS vesicle-bound %: 9; Myeloid diff 2 GFP+ MAC1+ %: 0.2

What do the screens show for `CCN(CC)CCCNC(=O)c1cc(Sc2nnc(C)s2)nc2ccccc12`?
West Nile virus CPE: -0.9%; Rac1 GTP hydrolysis: 6%; bCat nuc transl: 0.4; T cell HTS: inactive; RSV CPE inhibition: 0.2%; Myeloid diff 2: inactive; Large T inhibition: 8%; PhoP inhibition: 0%; WT yeast gro inh: -6; WT yeast gro inh mutant strain: -1; bCat nuc transl cell count 5 µM: 533; T cell HTS vesicle-bound %: 54; Myeloid diff 2 GFP+ MAC1+ %: 0.2

What do the screens show for `O=C(Nc1sc2c(c1C(=O)O)CCCC2)c1ccccc1Cl`?
West Nile virus CPE: 0.3%; Rac1 GTP hydrolysis: 19%; T cell HTS: inactive; RSV CPE inhibition: 7.3%; Myeloid diff 2: inactive; Large T inhibition: 9%; PhoP inhibition: -12%; T cell HTS vesicle-bound %: 60; Myeloid diff 2 GFP+ MAC1+ %: 0.6

What do the screens show for `CC(C)(C)C(=O)NC1CCN(S(=O)(=O)c2ccccc2F)CC1`?
West Nile virus CPE: 0.4%; Rac1 GTP hydrolysis: 3%; bCat nuc transl: -4.2; T cell HTS: inactive; RSV CPE inhibition: -0.1%; Myeloid diff 2: inactive; Large T inhibition: 18%; PhoP inhibition: -8%; WT yeast gro inh: 7; WT yeast gro inh mutant strain: 13; bCat nuc transl cell count 5 µM: 1215; T cell HTS vesicle-bound %: 21; Myeloid diff 2 GFP+ MAC1+ %: 1.5

What do the screens show for `CCC(CC)NC(=O)C1CCN(S(=O)(=O)c2cccs2)CC1`?
West Nile virus CPE: -0.5%; Rac1 GTP hydrolysis: 7%; bCat nuc transl: -5.5; T cell HTS: inactive; RSV CPE inhibition: -1.4%; Myeloid diff 2: inactive; Large T inhibition: 31%; PhoP inhibition: -6%; WT yeast gro inh: 6; WT yeast gro inh mutant strain: 4; bCat nuc transl cell count 5 µM: 1010; T cell HTS vesicle-bound %: 20; Myeloid diff 2 GFP+ MAC1+ %: 1.5

What do the screens show for `CCOc1cc(Br)cc(/C=N/NC(=O)c2cccnc2)c1O`?
West Nile virus CPE: -2.2%; Rac1 GTP hydrolysis: 14%; T cell HTS: inactive; RSV CPE inhibition: 10%; Myeloid diff 2: inactive; Large T inhibition: 0%; PhoP inhibition: 11%; T cell HTS vesicle-bound %: 48; Myeloid diff 2 GFP+ MAC1+ %: 0.6

What do the screens show for `O=C(Nc1ccc(Cl)cc1)Nc1ccccc1C(=O)O`?
West Nile virus CPE: -0.2%; Rac1 GTP hydrolysis: -1%; bCat nuc transl: 0.3; T cell HTS: inactive; RSV CPE inhibition: 0.0%; Myeloid diff 2: inactive; Large T inhibition: 6%; PhoP inhibition: -1%; WT yeast gro inh: -13; WT yeast gro inh mutant strain: -30; bCat nuc transl cell count 5 µM: 1614; T cell HTS vesicle-bound %: 52; Myeloid diff 2 GFP+ MAC1+ %: 0.5

What do the screens show for `COc1ccc(-n2c(=O)c3ccccc3n(CC(=O)NC3CCCCC3)c2=O)c(OC)c1`?
West Nile virus CPE: -0.4%; Rac1 GTP hydrolysis: 3%; bCat nuc transl: -3.9; T cell HTS: inactive; RSV CPE inhibition: 0.6%; Myeloid diff 2: inactive; Large T inhibition: 14%; PhoP inhibition: -4%; WT yeast gro inh: 8; WT yeast gro inh mutant strain: 22; bCat nuc transl cell count 5 µM: 1052; T cell HTS vesicle-bound %: 4; Myeloid diff 2 GFP+ MAC1+ %: 0.1

What do the screens show for `Cc1ccc(-c2nn(-c3cc(N4CCNCC4)ccc3[N+](=O)[O-])c(=O)c3ccccc23)cc1`?
West Nile virus CPE: -2.0%; Rac1 GTP hydrolysis: 10%; bCat nuc transl: 13; T cell HTS: inactive; RSV CPE inhibition: inconclusive; Myeloid diff 2: inactive; Large T inhibition: 9%; PhoP inhibition: 5%; WT yeast gro inh: 10; WT yeast gro inh mutant strain: 5; bCat nuc transl cell count 5 µM: 773; T cell HTS vesicle-bound %: 49; Myeloid diff 2 GFP+ MAC1+ %: 0.0

What do the screens show for `CCCn1c(SCC(=O)N2c3ccccc3CC2C)nnc1-c1ccco1` (stereo unspecified)?
West Nile virus CPE: -0.6%; Rac1 GTP hydrolysis: 4%; bCat nuc transl: -3.1; T cell HTS: inactive; RSV CPE inhibition: 1.4%; Myeloid diff 2: inactive; Large T inhibition: -4%; PhoP inhibition: 4%; WT yeast gro inh: 10; WT yeast gro inh mutant strain: 5; bCat nuc transl cell count 5 µM: 1190; T cell HTS vesicle-bound %: 48; Myeloid diff 2 GFP+ MAC1+ %: 0.8
